High-throughput results (PubChem BioAssay)
ABCB1 block: ABCB1 efflux pump inhibitors, primary screen, cell-based, multiplex, flow cytometry, ABCG2 counter-screen. CCRF-Adr cells, JC-1 efflux. inhibition, % at 6.6 µM. AID 1326, 2008. 190,000 compounds, 0.067% hits; in the data active = inhibition above about 40%;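 note: 0% = vehicle and 100% = reference inhibitor; higher value means more JC-1 retained so stronger ABCB1 efflux block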
Pf gamet viab: late stage P. falciparum gametocyte viability inhibitors, primary screen, ATP luminescence, HTS. P. falciparum stage V gametocytes, 24 h. inhibition, % at 10.9 µM. 150,000 compounds, 0.065% hits. AID 743093, 2013;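 active = inhibition above the mean plus 3 SD of compounds within the control limits, set per campaign, cut at about 38% in these data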;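 note: 0% = DMSO wells and 100% = medium only without gametocytes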
Mcl1-Noxa inh: Mcl-1/Noxa binding inhibitors, primary screen, biochemical, TR-FRET, 1536-well; Induced myeloid leukemia cell differentiation protein Mcl-1 (Homo sapiens), Q07820; TR-FRET Mcl-1/Noxa peptide binding, 2 h; inhibition, % at 21.7 µM; 220,000 compounds, 1.5% hits;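 active = compounds that cut the protein-peptide binding signal by more than 50% relative to plate controls in a single-dose test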;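 note: His-tagged Mcl-1 with rhodamine Noxa BH3 peptide and terbium anti-His antibody; 0% = Mcl-1 plus Noxa peptide wells and 100% = peptide-only wells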
Target sequence (Q07820 whole entry, looked up): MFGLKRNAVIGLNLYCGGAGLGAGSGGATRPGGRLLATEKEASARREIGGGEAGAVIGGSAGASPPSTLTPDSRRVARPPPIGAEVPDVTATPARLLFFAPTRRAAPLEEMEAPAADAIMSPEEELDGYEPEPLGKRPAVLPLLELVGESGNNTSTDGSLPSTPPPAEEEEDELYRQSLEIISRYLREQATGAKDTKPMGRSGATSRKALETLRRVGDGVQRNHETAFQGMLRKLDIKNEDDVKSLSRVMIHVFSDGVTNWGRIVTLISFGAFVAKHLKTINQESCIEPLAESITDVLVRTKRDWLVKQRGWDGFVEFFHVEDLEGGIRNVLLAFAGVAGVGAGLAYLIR
Bim-Mcl-1: inhibitors of Bim peptide binding to Mcl-1, primary screen, biochemical, bead-based flow cytometry, multiplex | inhibition, % at 10 µM | Bim peptide-Mcl-1 binding | 190,000 compounds, 0.1% hits; in the data active = inhibition above about 40%;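 note: 0% = no compound tracer wells and 100% = peptide blocker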
GSH fluor: compound fluorescence on glutathione beads, profiling panel, artefact control, biophysical, 488/530 nm, flow cytometry; GSH beads flow cytometry, compound fluorescence 488/530 nm; stronger effect = higher value; fluorescence (KMESF) at 10 µM; 190,000 compounds, 0.25% hits; AID 1776, 2009; in the data active = fluorescence above about 89;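 note: glutathione beads carrying GST-tagged Bcl family fusion proteins plus one bare bead set; values are compound well signal with DMSO vehicle wells as background; inactives centre near 16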
Avidin bead fluor: green autofluorescence of compounds with avidin beads – biophysical, 488/530 nm, flow cytometry, artefact control, profiling panel; compound fluorescence 488/530 nm; stronger effect = higher value; 220,000 compounds, 0.38% hits; fluorescence (KMESF) at 10 µM; AID 1775, 2009; in the data active = fluorescence above about 47; note: inactives centre near 10
ABCG2 inh: ABCG2 efflux pump inhibitors, primary screen, multiplex with ABCB1, IgMXP3 cells, flow cytometry | Broad substrate specificity ATP-binding cassette transporter ABCG2 (Homo sapiens), Q9UNQ0 | inhibition, % at 6.6 µM | 190,000 compounds, 0.1% hits | JC-1 efflux;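 active = inhibition above 80%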;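 note: 0% = DMSO and 100% = nicardipine control wells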
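material = IgMXP3 (ABCG2) plus far-red-tagged CCRF-Adr (ABCB1) cells | amount = 3 million cells/mL, equal mix of both lines | also added = JC-1 transporter substrate | dosing = one concentration, 6.6 µM final | schedule = 10 min at 25 °C | measured by = flow cytometric JC-1 green MFI at 530 nm | read-out basis = percent efflux inhibition, scaled nicardipine 100% to DMSO 0%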
Mcl1-Bid inh: Mcl-1/Bid binding inhibitors, primary screen, biochemical, TR-FRET, 1536-well. AID 1021, 2008. inhibition, % at 21.7 µM. 220,000 compounds, 0.97% hits. Induced myeloid leukemia cell differentiation protein Mcl-1 (Homo sapiens), Q07820. TR-FRET Mcl-1/Bid-Dy647 peptide binding;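 active = compounds that cut the binding signal by more than half at the single screening dose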;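 note: His-tagged Mcl-1 with europium anti-His antibody binding Bid BH3 peptide; 0% = Mcl-1 plus peptide wells and 100% = peptide-only wells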
RGS7-Gao: RGS7-Galphao binding modulators, primary screen, biochemical, multiplexed bead flow cytometry | Guanine nucleotide-binding protein G(o) subunit alpha (Homo sapiens), P09471 | binding response (% of control), % at 10 µM | 220,000 compounds, 0.35% hits | actives lie on both sides | AID 1439, 2008; in the data active = binding response below about 49% or above about 150%; inconclusive = no clear call, values can overlap the other calls; inactive = in between;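 note: fluorescent Galphao held in activated GDP-AlF4 state binding bead-coupled RGS7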
Target sequence (P09471 whole entry, looked up): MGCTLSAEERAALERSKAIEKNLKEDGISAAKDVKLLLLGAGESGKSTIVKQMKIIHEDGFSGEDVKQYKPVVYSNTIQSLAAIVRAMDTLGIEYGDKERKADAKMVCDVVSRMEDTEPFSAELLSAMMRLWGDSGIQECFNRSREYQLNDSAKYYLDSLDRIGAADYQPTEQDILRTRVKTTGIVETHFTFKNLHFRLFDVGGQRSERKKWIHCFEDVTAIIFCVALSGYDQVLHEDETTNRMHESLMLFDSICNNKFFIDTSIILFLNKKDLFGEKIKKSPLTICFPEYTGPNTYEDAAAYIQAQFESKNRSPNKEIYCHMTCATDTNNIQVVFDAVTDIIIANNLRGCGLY
RGS4-Gao reg: modulators of RGS4 binding to Galphao, primary screen, biochemical, multiplexed bead flow cytometry. Guanine nucleotide-binding protein G(o) subunit alpha (Homo sapiens), P09471. actives lie on both sides. binding response (% of control), % at 10 µM. 220,000 compounds, 0.33% hits. AID 1415, 2008; in the data active = binding response below about 49% or above about 150%; inactive = in between;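 note: fluorescent Galphao activated with aluminum fluoride binding bead-coupled RGS4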
RGS8-Gao: RGS8-Galphao binding modulators, primary screen, biochemical, multiplexed bead flow cytometry; Guanine nucleotide-binding protein G(o) subunit alpha (Homo sapiens), P09471; actives lie on both sides; response (percent of control binding), % at 10 µM; 220,000 compounds, 0.34% hits; in the data active = response below about 60% or above about 140%; inactive = in between;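 note: Galphao activated as the GDP aluminium fluoride complex binding bead-coupled RGS8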
Numbers without * were called inactive; u = inconclusive; x = not tested or not shown.

Order of values – ABCB1 block | Pf gamet viab | Mcl1-Noxa inh | Bim-Mcl-1 | GSH fluor | Avidin bead fluor | ABCG2 inh | Mcl1-Bid inh | RGS7-Gao | RGS4-Gao reg | RGS8-Gao
1	COc1ccc(C2CC(=O)C3=C(C2)Nc2ccccc2N(C(C)=O)C3c2ccco2)cc1 (stereo not given)
    0.2 | -6 | -2 | 0 | 5 | 8 | 1 | -11 | 95 | 92 | 95
2	CC(=O)C1=C(O)C(=O)N(CCCn2ccnc2)C1c1ccc(Cl)cc1 (stereo not given)
    0.2 | x | 17 | -3 | 18 | 10 | 1 | -24 | 96 | 96 | 100
3	Nc1c(C(=O)N/N=C/c2cccnc2)cnn1-c1ccccc1
    1.1 | -9 | 15 | -5 | 11 | 5 | 17 | 4 | 104 | 100 | 107
4	COc1cccc(-c2nnc(NC(C)=O)o2)c1
    x | x | 0 | x | x | 9 | x | -69 | u | 114 | 107
5	CCSc1nnc(CNC(=O)C23CC4CC(CC(C4)C2)C3)n1C1CCCCC1
    1.3 | -7 | 35 | -5 | 11 | 9 | -3 | -4 | 98 | 97 | 101
6	c1ccc2sc(N3CCCN(Cc4nc(-c5cnccn5)no4)CC3)nc2c1
    3.2 | x | 2 | -1 | 10 | 3 | 4 | -5 | 104 | 103 | 100
7	O=S(=O)(/C=C/c1ccccc1)Nc1ccc2c(c1)OCO2
    1.4 | 14 | 13 | -5 | 35 | 16 | 22 | -6 | 95 | 99 | 99
8	COc1ccc(NC(=O)CSc2nnc(CCC(=O)Nc3ccc(C)c(Cl)c3)n2C)cc1
    -0.1 | x | -13 | 0 | 30 | 10 | -2 | -38 | 100 | 102 | 102
9	O=C(COc1ccc2c(c1)C(=O)CC1(CCCCC1)O2)NCc1ccccn1
    0.4 | x | -11 | 3 | 12 | 10 | 2 | -19 | 99 | 100 | 102
10	CCOC(=O)c1sc2nc(CSCC(=O)OCc3ccc(C(=O)OC)o3)[nH]c(=O)c2c1C
    0.4 | -6 | 12 | -3 | 12 | 23 | 2 | -13 | 101 | 100 | 101
11	CNC(=O)CN(Cc1ccccc1)S(=O)(=O)c1ccccc1
    -0.2 | -12 | -10 | -1 | 30 | 20 | -1 | -9 | 100 | 99 | 99
12	CN1CCN(c2ccc(NC(=O)c3ccc4c(c3)OCCO4)cc2Cl)CC1
    0.2 | 16 | 11 | -2 | 18 | 5 | 0 | -25 | 97 | 101 | 98
13	CC(CCc1ccccc1)NC(=O)CNC(=S)N(Cc1cccs1)C1CCCC1 (stereo not given)
    1.7 | -16 | -17 | 6 | 15 | 12 | 11 | -47 | 105 | 109 | 107
14	CC1=CCC(COC(=O)Nc2ccccc2)CC1 (stereo not given)
    -0.1 | 12 | -12 | -2 | 18 | 33 | 0 | -34 | 89 | 90 | 93
15	COc1ccc(C(=O)Nc2nc(-c3cccs3)cs2)cc1
    1.6 | 9 | 21 | -15 | 50 | 2 | 18 | -4 | 83 | 78 | 86
16	O=C(O)Cc1ccc(NC(=O)c2ccc(Cl)c(Cl)c2)cc1
    0.1 | -3 | 19 | -1 | 18 | 10 | -1 | -12 | u | 97 | 100
17	Oc1c(/C=N/c2ccccn2)sc2ccccc12
    x | 18 | 76* | x | x | 7 | x | 49 | u | 95 | 91
18	CCS(=O)(=O)N1CCN(c2cc3c(cc2[N+](=O)[O-])n(C)c(=O)n3C)CC1
    -0.1 | x | 5 | 0 | 23 | 8 | 3 | -12 | 101 | 102 | 100
19	O=C(Nc1nnc(-c2ccccc2)o1)c1nc2ccccc2s1
    x | x | -106 | x | x | 8 | x | -71 | u | 104 | 101
20	CC(C)(C)c1ccc(C2=NC(=O)C(CC(=O)O)S2)cc1 (stereo not given)
    x | -4 | 15 | x | x | 7 | x | -21 | u | 111 | 106
21	CCOc1ccc(NCc2nc3ccccc3n2CCOc2ccccc2)cc1
    5.0 | -35 | 28 | -4 | 12 | 3 | 49 | -6 | 96 | 103 | 90
22	COc1cc2c(cc1NC(=O)CN1CCN(S(=O)(=O)c3ccc(F)cc3)CC1)oc1ccccc12
    0.5 | -10 | -12 | 3 | 16 | 8 | 2 | -16 | 100 | 104 | 106
23	CCCc1nc2c(C)ccc(C)c2c(N)c1CC
    0.0 | 25 | 22 | 0 | 36 | 6 | 2 | 58* | 101 | 104 | 105
24	CCCCCCOc1ccc(/C(C)=N/NC2=NCCN2)cc1[N+](=O)[O-]
    0.5 | -17 | 30 | 0 | 15 | 10 | 10 | -16 | 110 | 102 | 101
25	CCC(=O)OCCCCCCOc1ccc(C(=O)O)cc1
    0.2 | x | 1 | 0 | 13 | 32 | 1 | -14 | 100 | 94 | 96
26	O=C1/C(=C/c2cccnc2)N=C2CCCCCN12
    -0.4 | 2 | 3 | 0 | 15 | 9 | -1 | -6 | u | 99 | 99
27	COc1ccc(OC)c2[nH]c(=O)c(CCNS(=O)(=O)c3ccc(Cl)cc3)cc12
    1.5 | 15 | 11 | -2 | 22 | 23 | 8 | -9 | 102 | 105 | 103
28	CC(=O)Nc1ccc(NC(=O)COc2ccc(Br)cc2C)cc1
    0.7 | 15 | 6 | -2 | 11 | 5 | 23 | -3 | 102 | 102 | 102
29	COc1cc(C=O)ccc1OCCOc1ccccc1[N+](=O)[O-]
    1.1 | x | 7 | 0 | 16 | 15 | 15 | -15 | 95 | 100 | 100
30	S=c1[nH]nc(-c2ccco2)n1C1CCCCC1
    0.1 | -7 | 25 | -4 | 13 | 11 | 0 | -28 | 100 | 100 | 99
31	CCNC(=O)CC1SC(=Nc2ccccc2C)N(C)C1=O (stereo not given)
    0.5 | 12 | -1 | -2 | 24 | 30 | 5 | -13 | 101 | 111 | 110
32	O=C(CN1C(=O)C2CCc3[nH]c4ccccc4c3C2C1=O)N1CCCC1 (stereo not given)
    -0.3 | -5 | 23 | 4 | 63 | 6 | -1 | 42 | 106 | 107 | 103
33	CC(NCC(O)c1ccc([N+](=O)[O-])cc1)C12CC3CC(CC(C3)C1)C2 (stereo not given)
    x | -46 | -12 | x | x | 7 | x | -10 | u | 107 | 102
34	O=C(CN1C2=NCCN2c2ccccc21)N1CCOCC1
    -0.1 | -11 | -8 | -10 | 11 | 44 | -1 | 0 | 103 | 103 | 103
35	CCCN(CC(=O)Nc1ccc(F)c(F)c1F)CC(=O)Nc1c(Cl)cccc1Cl
    -0.4 | 26 | -1 | -6 | 18 | 3 | -4 | -23 | 95 | 97 | 102
36	Cc1ccc(Cn2c(=O)n(Cc3ccco3)c(=O)c3ccccc32)cc1
    0.7 | 14 | -12 | 0 | 11 | 21 | 2 | -6 | 100 | 99 | 100
37	COc1ccc2nc(C)c(C(N)=O)cc2c1
    0.8 | 12 | 18 | -3 | 10 | 10 | 2 | -25 | 106 | 104 | 102
38	NC(=O)c1oc2ccccc2c1NC(=O)C1COc2ccccc2O1 (stereo not given)
    -0.1 | x | 10 | -2 | 24 | 10 | 0 | -23 | 106 | 104 | 103
39	O=C(Nc1ccc(Cl)cc1)c1cccs1
    -0.6 | x | 12 | -4 | 27 | 10 | 42 | -30 | 104 | 103 | 104
40	Cc1nn(C)cc1CNC(=O)CCC(=O)O
    0.1 | x | 23 | -1 | 32 | 10 | 1 | 1 | 97 | 101 | 102
41	O=C(COc1ncnc2ccccc12)Nc1ccccc1[N+](=O)[O-]
    2.6 | -7 | -12 | -6 | 26 | 13 | 23 | -2 | 97 | 99 | 103
42	Cn1nnnc1SCCNCc1ccccc1OCc1ccccc1Cl
    2.2 | -11 | 6 | 0 | 22 | 8 | 7 | -13 | 103 | 99 | 104
43	COCCNC(=O)C1CCCN(c2nn3c(=O)cc(C)nc3s2)C1 (stereo not given)
    0.0 | x | 6 | -1 | 25 | 33 | 0 | -12 | 100 | 99 | 103
44	COc1ccc(NC(=O)CN(c2ccc([N+](=O)[O-])cc2)S(=O)(=O)c2ccccc2)cc1
    5.6 | x | 7 | -2 | 9 | 1 | 5 | 1 | 97 | 84 | 90
45	CCOC(=O)CSc1nc2ccccc2c(=O)n1C
    1.1 | x | 0 | -12 | 26 | 31 | 26 | -2 | 102 | 100 | 101

Part of the list above in order of length of the SMILES, rising:
Order of values – ABCB1 block | Pf gamet viab | Mcl1-Noxa inh | Bim-Mcl-1 | GSH fluor | Avidin bead fluor | ABCG2 inh | Mcl1-Bid inh | RGS7-Gao | RGS4-Gao reg | RGS8-Gao
37	COc1ccc2nc(C)c(C(N)=O)cc2c1
    0.8 | 12 | 18 | -3 | 10 | 10 | 2 | -25 | 106 | 104 | 102
45	CCOC(=O)CSc1nc2ccccc2c(=O)n1C
    1.1 | x | 0 | -12 | 26 | 31 | 26 | -2 | 102 | 100 | 101
34	O=C(CN1C2=NCCN2c2ccccc21)N1CCOCC1
    -0.1 | -11 | -8 | -10 | 11 | 44 | -1 | 0 | 103 | 103 | 103
31	CCNC(=O)CC1SC(=Nc2ccccc2C)N(C)C1=O (stereo not given)
    0.5 | 12 | -1 | -2 | 24 | 30 | 5 | -13 | 101 | 111 | 110
32	O=C(CN1C(=O)C2CCc3[nH]c4ccccc4c3C2C1=O)N1CCCC1 (stereo not given)
    -0.3 | -5 | 23 | 4 | 63 | 6 | -1 | 42 | 106 | 107 | 103
35	CCCN(CC(=O)Nc1ccc(F)c(F)c1F)CC(=O)Nc1c(Cl)cccc1Cl
    -0.4 | 26 | -1 | -6 | 18 | 3 | -4 | -23 | 95 | 97 | 102
44	COc1ccc(NC(=O)CN(c2ccc([N+](=O)[O-])cc2)S(=O)(=O)c2ccccc2)cc1
    5.6 | x | 7 | -2 | 9 | 1 | 5 | 1 | 97 | 84 | 90
